# Compound activity: PubChem BioAssay, several laboratories
# Kir21 inh: blocks the mouse Kir2.1 inward-rectifier potassium channel; HEK293-Kir2.1, FluxOR thallium flux fluorescence; active compounds read low; B-score at 10 µM; 310,000 compounds, 0.85% hits;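 active = fluorescence ratio B-score at or below minus 3 SD of library scores, with starting-brightness B-score within 2 SD, cut at about -4.2 in these data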;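 note: channel flux triggered by added potassium and thallium sulfate stimulus; B-score of peak minus minimum fluorescence over baseline after thallium stimulus; more negative B-score means stronger Kir2.1 block with less thallium influx; some compounds called inactive have numbers as strong as hits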
# Target sequence (P35561 whole entry, looked up): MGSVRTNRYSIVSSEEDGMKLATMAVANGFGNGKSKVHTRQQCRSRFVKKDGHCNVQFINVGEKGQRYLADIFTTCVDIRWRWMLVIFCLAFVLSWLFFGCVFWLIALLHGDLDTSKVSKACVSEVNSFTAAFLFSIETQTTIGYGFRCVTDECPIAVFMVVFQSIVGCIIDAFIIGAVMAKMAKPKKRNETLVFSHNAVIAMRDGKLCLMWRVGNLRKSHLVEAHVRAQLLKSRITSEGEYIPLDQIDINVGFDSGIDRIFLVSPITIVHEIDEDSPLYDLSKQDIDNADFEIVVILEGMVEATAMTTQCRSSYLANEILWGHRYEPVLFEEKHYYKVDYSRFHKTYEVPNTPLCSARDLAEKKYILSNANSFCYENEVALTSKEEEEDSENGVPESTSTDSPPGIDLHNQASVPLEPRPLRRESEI
# STK33 kinase inh: inhibitors of human STK33 kinase; AID 2661; inhibition, % at 10 µM; purified STK33, MBP phosphorylation, ADP-Glo luminescence; 320,000 compounds, 0.073% hits;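 active = inhibition at or above 25%, using the most active replicate where run in duplicate; inactive = inhibition below 25%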
# Target sequence (Q9BYT3 whole entry, looked up): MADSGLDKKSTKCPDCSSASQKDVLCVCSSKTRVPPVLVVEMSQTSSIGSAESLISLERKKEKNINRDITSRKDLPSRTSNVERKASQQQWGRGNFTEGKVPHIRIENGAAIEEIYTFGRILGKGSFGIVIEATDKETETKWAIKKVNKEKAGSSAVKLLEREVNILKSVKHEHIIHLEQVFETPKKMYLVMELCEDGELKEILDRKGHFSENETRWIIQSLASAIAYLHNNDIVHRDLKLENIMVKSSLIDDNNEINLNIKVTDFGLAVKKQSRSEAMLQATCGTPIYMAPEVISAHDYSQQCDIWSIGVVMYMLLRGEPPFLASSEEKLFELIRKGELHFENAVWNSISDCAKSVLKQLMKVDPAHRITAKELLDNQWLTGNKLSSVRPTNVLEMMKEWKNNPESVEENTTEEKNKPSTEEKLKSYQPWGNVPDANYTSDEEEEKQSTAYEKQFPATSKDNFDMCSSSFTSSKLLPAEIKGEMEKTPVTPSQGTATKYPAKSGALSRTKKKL
# Numbers without * were called inactive; nt = no result given.
structure,STK33 kinase inh,Kir21 inh
CC1CN(C(=O)CCC(=O)N2CCOCC2)c2ccccc2O1 (stereo not given),-1.0,0.01
COc1cccc(CNc2nc3nc(C)cc(=O)n3[nH]2)c1,-2.2,0.47
COCCCN1C(=O)c2ccc(C(=O)OCC(=O)N3CCN(c4ccccc4)CC3)cc2C1=O,0.3,1
c1ccc(SCCOCCN2CCOCC2)cc1,0.1,-0.01
Cc1ccc2c(CC(=O)NCc3ccc4c(c3)OCO4)coc2c1,-1.3,0.7
Cc1ccc(/C=N/Nc2ncnc3nc[nH]c23)cc1,5.2,-0.6
O=C(NCCO)C(F)(F)C(F)(F)C(F)(F)OC(F)(C(=O)NCCO)C(F)(F)F (stereo not given),3.4,0.99
Cc1sc2nc(C3CC3)nc(N3CCN(C(=O)c4ccccc4F)CC3)c2c1C,-1.7,0.76
O=S(=O)(CCn1cccc1)CCn1cccc1,-2.4,1.2
O=C(CSC(=S)N1CCOCC1)c1ccccc1,-0.2,1.4
N#Cc1ccc(C2=CC(=O)C[C@H](c3ccc(Cl)cc3)C2)cc1,0.9,nt
Cn1nc(C(F)(F)F)cc1C(=O)O,-1.5,-0.72
CC(C)(Oc1ccc(Cl)cc1)C(=O)NC1CC1,-1.3,0.17
CCOC(=O)/C=C/C(=O)OCC(=O)Nc1ccc(C)cc1,-1.6,-0.02
O=C(/C=C/c1ccccc1)Nc1ccc2c(c1)C(=O)NC2=O,1.4,1.4
COc1ccc(C(=O)CSc2nnc(-c3cnccn3)n2Cc2ccco2)cc1,-0.4,0.06
CC(=O)Cc1nsc(NC(=O)c2ccc(COc3ccccc3C)o2)n1,-1.4,1.1
CC1CCN(C2CCN(S(=O)(=O)c3ccc(C(F)(F)F)cc3)CC2)CC1,-0.1,-1.7
COc1cccc(C(=O)NCCn2ccc3ccccc32)c1,0.9,0.82
O=C(NC1CCCC1)C(c1ccncc1)N(C(=O)c1ccco1)c1ccc(F)c(Cl)c1 (stereo not given),0.5,0.02
Cc1onc(-c2c(F)cccc2Cl)c1C(N)=S,1.7,-0.73
COc1ccc(NCC(=O)N/N=C/C=C/c2ccccc2[N+](=O)[O-])cc1,0.4,0.02
COc1ccccc1/C=C/C(=O)OCC(=O)N1CCc2ccccc21,0.1,nt
COC(=O)c1cccnc1SCc1ccccc1,-2.0,-0.48
Cc1nc(N2CCCCC2)sc1C=O,0.9,-1.5
COC(=O)c1ccc(NC(=O)CN(c2ccc3c(c2)OCO3)S(C)(=O)=O)cc1,-1.3,-0.92
O=C(Nc1ccc(F)cc1)c1cc(S(=O)(=O)Nc2ccc(F)cc2)cs1,1.2,2.8
CCOc1ccc(NC(=O)c2cc(C)nc3ccccc23)cc1,-1.9,1.6
NS(=O)(=O)c1ccc(CCNCC(=O)N2CCC(Cc3ccccc3)CC2)cc1,-1.1,-0.61
Cc1ccc(OCC(=O)Nc2ccccc2C(=O)NC2CC2)cc1C,-0.5,0.21
Cc1cc(Cl)c2oc(C(=O)NC(C)c3ccncn3)c(C)c2c1 (stereo not given),-0.1,-0.65
Cc1cc(C)n2nc(SCc3nnc(-c4ccccc4Br)o3)nc2n1,-0.7,-0.25
CC(C)c1ccc(/C=C(\NC(=O)c2ccccc2)C(=O)NCCCn2ccnc2)cc1,-1.5,-1.3
CCN1C(=O)c2cccc3c(S(=O)(=O)N4CCNCC4)ccc1c23,0.3,nt
O=C(Cc1ccccc1)NC(c1ccco1)c1c(O)ccc2ccccc12 (stereo not given),-1.0,0.11
COc1cc(/C=N/NC(=O)c2cccnc2)ccc1OC(=O)c1ccco1,-1.6,0.45
Cc1[nH]c(=O)[nH]c(=O)c1CSc1nnc([C@H](CC(C)C)NC(=O)OC(C)(C)C)o1,-0.9,-0.84
Cc1ccc(-c2ccc(/C=C(\C#N)C(N)=S)n2C)cc1,0.5,-0.74
CCN(C(=O)c1ccc(S(C)(=O)=O)cc1)C12CC3CC(CC(C3)C1)C2,-1.3,-0.71
COc1ccc(C)cc1NC(=O)CSc1nnc(COc2ccc(Cl)cc2)n1Cc1ccco1,-1.1,1.7

# Retrieved one by one from above (6):
structure,STK33 kinase inh,Kir21 inh
CCN(C(=O)c1ccc(S(C)(=O)=O)cc1)C12CC3CC(CC(C3)C1)C2,-1.3,-0.71
COc1ccccc1/C=C/C(=O)OCC(=O)N1CCc2ccccc21,0.1,nt
COC(=O)c1ccc(NC(=O)CN(c2ccc3c(c2)OCO3)S(C)(=O)=O)cc1,-1.3,-0.92
Cc1onc(-c2c(F)cccc2Cl)c1C(N)=S,1.7,-0.73
COc1ccc(NCC(=O)N/N=C/C=C/c2ccccc2[N+](=O)[O-])cc1,0.4,0.02
O=C(Nc1ccc(F)cc1)c1cc(S(=O)(=O)Nc2ccc(F)cc2)cs1,1.2,2.8

# Next part.
structure,STK33 kinase inh,Kir21 inh
CS(=O)(=O)c1ccc2nc(NC(=O)c3ccc(Cl)cc3)sc2c1,-1.4,3
CC(C)(C)c1ccc(C(=O)NC(=O)COC(=O)CCS(=O)(=O)c2ccccc2)cc1,-0.9,nt
COc1ccc(N2C(=O)CCC(C(=O)N3CCOCC3)C2c2ccc(F)cc2)cc1 (stereo not given),-1.2,0.19
COc1ccc(Cn2c(=O)c3[nH]cnc3n(-c3ccccc3C)c2=O)cc1,5.9,-0.01
Cc1ccc(-c2csc(NC(=O)CSc3nc4ccccc4o3)n2)cc1,-0.3,-0.86
O=C(CN(CC1CCCO1)S(=O)(=O)c1ccc(S(=O)(=O)NCC2CCCO2)cc1)Nc1ccccc1 (stereo not given),-0.4,0.04
O=C(CN1CCN(C(C(=O)Nc2ccc(F)cc2)c2ccccc2)CC1)NC1CC1 (stereo not given),-0.4,nt
Brc1cc2c(cc1Br)OCCOCCOCCO2,-1.1,1.2
CCOC(=O)Cc1csc(NC(=O)CSc2nnc(-c3ccncc3)o2)n1,0.8,0.19
Cc1ccc2c(c1)C(c1ccccc1)N(C(=O)c1cc3ccccc3oc1=O)CC(=O)N2 (stereo not given),1.4,-0.02
CCOc1ccccc1CNC(=O)C1CCN(C(=O)c2sccc2-n2cccc2)CC1,-0.9,1.1
Cc1ccccc1-n1ncc(C(C)NC(=O)c2ccccc2)c1C (stereo not given),-0.8,0.57
CCOc1ccccc1Nc1nnc(Cc2ccccc2Cl)c(=O)[nH]1,-1.6,0.51
Cc1cnc(NC(=O)Nc2ccc(OCc3ccccc3)cc2)c(Br)c1,-0.8,-0.99
Cc1sc2ncnc(SCC(=O)NC3CCCC3)c2c1C,-0.7,-0.15
CCOC(=O)CSc1nc2sc(C)c(C)c2c(=O)n1C,-1.2,0.99
Cc1cccc(C)c1OCC(O)CN1CCCCC1 (stereo not given),-0.5,1.2
Cn1ncc2nc[nH]c(=O)c21,0.3,-3
CC1CCc2c(sc(NC(=O)CSc3nnc(-c4ccccc4)o3)c2C#N)C1 (stereo not given),-1.8,-1
Cc1ccc(S(=O)(=O)Nc2cccc(S(=O)(=O)Nc3ccccc3C(=O)O)c2)c(C)c1,0.8,nt
O=C(CN1CCc2ccccc2C1)Nc1ccccc1C(F)(F)F,-5.2,0.65
COc1cc(C#N)ccc1OCC(=O)c1ccc2c(c1)OCCO2,-0.8,0.63
Cc1ccc(N2CCN(/N=C/c3c(C)nn(-c4ccccc4)c3Cl)CC2)cc1,0.0,0.38
CC(C)c1ccc(NC2CCCN(C(=O)CN3CCCC3=O)C2)cc1 (stereo not given),-0.8,1.1
O=C(COC(=O)c1ccccc1NS(=O)(=O)c1cc([N+](=O)[O-])ccc1Cl)c1ccccc1,0.1,0.42
CC(C)NS(=O)(=O)c1ccc(OCC(=O)NCc2ccc3c(c2)OCO3)c(Cl)c1,-1.6,-0.31
Cc1c(C=O)c2ccccc2n1CCOc1ccccc1F,-1.0,-1.1
CCn1c(COc2ccccc2Cl)nnc1SCC(=O)Nc1ncccc1C,0.3,0.06
CC(Sc1nnc(C2CC2)n1C1CC1)C(=O)Nc1ccccc1C#N (stereo not given),-1.3,nt
O=C1Cc2ccccc2Sc2ccc(O)cc21,2.9,-0.02
Cc1ccccc1-c1cc(C(=O)NCc2ccc3c(c2)OCO3)n(CC2CC(c3cccnc3)=NO2)n1 (stereo not given),-2.4,nt
COc1ccc(S(=O)(=O)N(C)CC(=O)N2CCCCCC2)cc1,-0.2,0.38
Cc1cccc(CC(C)NC(=O)c2oc3c(F)cccc3c2C)n1 (stereo not given),0.2,1.4
CCOc1ncccc1C(=O)OCC(=O)c1cc(OC)ccc1OC,-0.8,2.8
CCOc1ccc(NC(=S)NCCCN2CCN(C3CCCCC3)CC2)cc1,0.1,0.17
CC(C)(C)c1cc(C(=O)Nc2ccc(F)cc2)n(Cc2ccc(F)cc2)n1,-0.1,2
COc1cccc(CN2CCNC(=O)C2CC(=O)NC2CCCC2)c1OC (stereo not given),-1.7,1.4
CCOc1ccc(-c2cc(C(=O)NN)[nH]n2)cc1,-0.3,1.1
O=C(NCCc1nnc2ccc(SCC(=O)N3CCOCC3)nn12)c1ccccc1,-0.1,1.4
CC(C)NC(=O)c1ccccc1NC(=O)CCS(=O)(=O)Cc1ccccc1,-2.5,0.08
Cc1cccc(C(=O)NNC(=O)c2ccccc2)c1,-0.7,0.02
CN(C)S(=O)(=O)c1cccc(NC(=S)N/N=C/C(=O)c2ccccc2)c1,-1.0,-0.47
CN(c1ccc(F)cc1)S(=O)(=O)c1ccc2[nH]cc(C(=O)O)c(=O)c2c1,-1.0,nt
Cc1nn(-c2ccccc2)c(Cl)c1/C=N/Nc1nncc(=O)[nH]1,-1.5,-0.98
Cc1cccc(N2CCN(C(=O)C(C)C)CC2)c1C,0.2,0.4
COc1cccc(/C=N/n2cnnc2)c1OCc1ccccc1,-0.5,1.3
CCCCCCCNC(=O)C1(CC2CC(c3cccc(Br)c3)=NO2)CCN(C(=O)Cc2ccc(F)cc2)CC1 (stereo not given),-0.9,nt
CC(C)(C)c1ccc(C(=O)N2CCC3(CC2)NCCc2[nH]cnc23)cc1,-0.5,1.2
COc1ccc(-n2c(Cc3cccn3C)nnc2SCC(=O)Nc2ccc(F)cc2)cc1,-0.6,1.1
Cc1cc(C)n(-c2nc(NCc3cccnc3)c3c4c(sc3n2)COC(C)(C)C4)n1,0.3,1
COc1ccc(NC(=O)c2cc(-c3cc(OC)c(OC)c(OC)c3)nc3ccccc23)c(OC)c1,-0.6,-0.74
C[C@@H]1CN([C@@H](C)CO)C(=O)c2cc(NC(=O)C3CC3)ccc2O[C@@H]1CN(C)C(=O)NC1CCCCC1,-1.1,nt
O=C1C=C(c2ccc(-c3ccccc3)cc2)C[C@@H](c2ccc(F)cc2)C1,-2.3,nt
CCc1ccc(CN(C)C(=O)c2cc(S(=O)(=O)N3CCOCC3)ccc2N2CCCC2)cc1,0.2,1.1
O=C(NCCN1C(=O)S/C(=C\c2cccc(Cl)c2Cl)C1=O)C1=COCCO1,-0.3,1.5
Cn1ncc([N+](=O)[O-])c1C(=O)N/N=C/c1cccc([N+](=O)[O-])c1,-2.1,0.54
O=S(=O)(c1ccc(Cl)cc1)N1CCN(c2ncccn2)CC1,0.0,0.33
CCn1cc(Cl)c(C(=O)N2N=C3/C(=C/c4cccs4)CCCC3C2c2cccs2)n1 (stereo not given),-1.3,0.68
Cc1cccc(C(C)C)c1NS(=O)(=O)c1cn(C)nc1C,-0.4,-1.2
Cc1nc(C)n(C(Oc2ccc(Cl)cc2Cl)C(=O)C(C)(C)C)n1 (stereo not given),-0.2,0.22

# Remaining list, next part
structure,STK33 kinase inh,Kir21 inh
CC1C(=O)N2CCCc3cc(S(=O)(=O)N4CCN(c5ccc(F)cc5)CC4)cc1c32 (stereo not given),1.2,1.1
CCC1CCCCN1CC(C)(C)NS(=O)(=O)c1ccccc1 (stereo not given),-1.4,-0.12
O=C(NC(O)C(=O)c1ccccc1)c1ccc(F)cc1 (stereo not given),-0.7,-0.36
CCOc1ccc(Cn2nnc(C(=O)NCc3ccc(OC)cc3)c2N)cc1,-0.9,2.3
O=C1CCN(N=Nc2cccc(Cl)c2)N1,-0.9,-0.06
COCCOC(=O)c1c(C)n(C)c2ccc(OC(=O)c3ccccc3OC)cc12,-2.0,-0.02
O=[N+]([O-])c1cc2cccnc2c2ncccc12,-1.0,-0.82
O=C(c1ccc2c(c1)N(Cc1ccc(F)cc1)C(=O)CS2)N1CCOCC1,-1.6,-0.27
Cc1ncc(S(=O)(=O)c2ccccc2)c(-c2ccccc2Cl)n1,-1.6,-0.67
CCOC(=O)NN1C(=O)c2ccccc2NC1(C)C,-1.9,0.81
CC(C)N1CC(C(=O)Nc2ccc(Cl)c([N+](=O)[O-])c2)CC1=O (stereo not given),0.0,-1.1
O=c1c2cn(Cc3ccc(F)cc3)c3ccc(F)cc3c-2nn1Cc1ccc(F)cc1,nt,-0.26
CCOc1ccc(/C(O)=C2/C(=O)C(=O)N(CCOCCO)C2c2ccccc2)cc1 (stereo not given),-3.2,-0.01
COC(=O)c1ccc(C(C(=O)NCc2ccccc2)N(Cc2ccco2)C(=O)c2cnccn2)cc1 (stereo not given),-0.1,0.2
CCc1cccc(N(CC(=O)NCc2ccc(F)cc2)C(=O)c2csnn2)c1,-1.9,-2
O=C(CN1C(=O)c2cccc3cccc(c23)C1=O)NCCCO,-0.3,0.16
